Screening data: PubChem, Sanford-Burnham Center for Chemical Genomics
APJ ag – agonists of human apelin receptor APJ, primary screen, CHO-K1 cells, PathHunter beta-arrestin, luminescence. P35414. 0% DMSO wells, 100% apelin. activation, % at 20 µM. hit rate 0.11% among 330,000;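 active = activation more than six SD over the plate average, tested at 20 µM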;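 note: 0% = DMSO alone and 100% = apelin-13 at 10 nM; some results filed as inactive read as strong as hits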
Target sequence (P35414 whole entry, looked up): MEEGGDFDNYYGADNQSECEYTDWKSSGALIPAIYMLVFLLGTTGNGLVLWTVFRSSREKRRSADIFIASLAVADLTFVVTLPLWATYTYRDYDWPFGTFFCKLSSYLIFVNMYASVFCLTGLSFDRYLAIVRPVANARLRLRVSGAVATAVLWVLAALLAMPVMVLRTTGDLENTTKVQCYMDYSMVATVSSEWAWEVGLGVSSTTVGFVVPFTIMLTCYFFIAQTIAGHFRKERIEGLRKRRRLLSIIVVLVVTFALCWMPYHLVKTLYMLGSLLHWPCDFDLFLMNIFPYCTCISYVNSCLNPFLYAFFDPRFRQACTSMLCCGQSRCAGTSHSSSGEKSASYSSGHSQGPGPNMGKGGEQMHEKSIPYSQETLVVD
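assay system = CHO-K1 APJ beta-arrestin complementation cell line | input = cell density 1000 per well | dosing = compound 20 µM once, DMSO 1% | timing = compound 90 min 25 °C, reagent 1 h | measured by = luminescence from split beta-galactosidase complementation, Galacton Star/Emerald II substrate | read-out basis = APJ agonist activity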
APJ antag – antagonists of human apelin receptor APJ, primary screen, CHO-K1 cells, beta-arrestin complementation, luminescence; P35414; inhibition, % at 20 µM; hit rate 0.32% among 330,000;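 active = inhibition above about 40% at 20 µM, limit read from the data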;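 note: cells challenged with 10 nM apelin-13 agonist together with compound; plate controls were apelin-13 plus DMSO wells for no effect and DMSO wells lacking apelin-13 for full effect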
NALP3 yeast inh – NALP3 inflammasome inhibitors in reconstituted yeast, primary screen, luminescence, uHTS; AID 2825, 2010; hit rate 0.39% among 330,000; inhibition, % at 10 µM; Yeast reconstituted NLRP3/ASC/caspase-1, beta-gal luminescence, 24 h;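 active = inhibition of 50% or more; inactive = inhibition below 50%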;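 note: plate controls were induced DMSO wells for no effect and uninduced yeast grown without galactose for full effect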
MPTP block – mitochondrial permeability transition pore inhibitors, primary screen, biochemical, isolated mouse mitochondria, absorbance; hit rate 1.4% among 360,000; Ca2+ swelling absorbance, 30 min; inhibition, % at 10 µM; AID 602449, 2012;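 active = inhibition of 50% or more, scaled per plate between neutral and stimulator controls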;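 note: 0% = DMSO wells given calcium and 100% = 1 mM EGTA wells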
tim10-1 inh – growth inhibitors of tim10-1 mutant yeast, primary screen, luminescence, uHTS | S. cerevisiae tim10-1 ts strain growth, BacTiter-Glo, 24 h | inhibition, % at 20 µM | hit rate 2.2% among 330,000;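 active = inhibition of at least 40%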;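 note: mutant grown at 25 °C; 0% = DMSO wells with yeast and 100% = wells holding no yeast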
TIM10 inh – growth inhibitors of isogenic TIM10 control yeast, primary screen, counter-screen for tim10-1 yeast inhibitor project, luminescence, uHTS | S. cerevisiae TIM10 strain growth, BacTiter-Glo luminescence, 24 h | inhibition, % at 10 µM | hit rate 1.4% among 330,000 | AID 463195, 2010;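 active = inhibition of 40% or more at the single tested concentration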;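 note: wild-type TIM10 isogenic control strain grown at permissive 25 °C; 0% = DMSO yeast wells and 100% = minimal medium wells without yeast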
tim23-1 inh – growth inhibitors of tim23-1 mutant yeast, primary screen, luminescence, uHTS. inhibition, % at 20 µM. hit rate 1.3% among 330,000. AID 463212, 2010. S. cerevisiae tim23-1 growth, BacTiter-Glo luminescence, 24 h;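 active = growth inhibition of the mutant yeast at or above 50%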;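 note: temperature-sensitive mutant grown at 25 °C; plate controls were DMSO-treated mutant yeast for no effect and medium wells lacking yeast for full effect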
NR3A LBD binder – binders of NR3A ligand-binding domain, primary screen, biophysical, differential scanning fluorimetry, uHTS. Glutamate receptor ionotropic, NMDA 3A (GRIN3A) ligand-binding domain. NR3A LBD differential scanning fluorimetry, Tm shift; 0% = protein alone, 100% = glycine-bound protein. Tm shift relative to glycine control, % at 25 µM. hit rate 2.5% among 340,000. AID 1259313, 2017;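 active = melting temperature shift of at least 10% of the positive control shift, at one fixed dose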
beta cell repl – inducers of MIN6 beta-cell proliferation, primary screen, ATP luminescence, uHTS; hit rate 0.29% among 330,000; proliferation, % at 10 µM; AID 2380, 2010; MIN6 cells proliferation, ATPlite luminescence, 48 h; cells starved in 0.2% serum; 100% = growth in 10% serum;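 active = compounds whose signal lies at least 3.5 SD above the mean of all wells on their plate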;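 note: 0% = DMSO-treated cells in low-serum medium and 100% = 10% serum control; some compounds called inactive have numbers as strong as hits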
The depositor's hits bear a star; nt = no result given.

item | SMILES | beta cell repl | NALP3 yeast inh | NR3A LBD binder | APJ ag | MPTP block
1 | C=CCn1c(N)c(C(=O)NCCC2=CCCCC2)sc1=S | -4 | 15 | -3 | -5 | -2.0
2 | CC(C)CN1C(=O)c2ccc(NC(=O)c3cccs3)cc2C1=O | -2 | 36 | 3 | -3 | 4.0
3 | COCCNC(=O)c1cc(-c2cccc(OC)c2)on1 | -1 | 5 | -1 | -5 | 0.2
4 | COc1ccc(/C(O)=C/c2nc3ccccc3n(-c3ccccc3)c2=O)cc1 | 4 | -1 | -2 | -3 | -0.1
5 | CCN(c1cccc(C)c1)S(=O)(=O)c1ccc(-n2cccn2)cc1 | -3 | 7 | 2 | 1 | 0.3
6 | COc1ccc(C)cc1NC(=O)n1ncc2cc(Cl)ccc21 | -4 | 14 | -1 | 2 | -2.2
7 | O=C(O)CCc1ccc(-c2ccc(Cl)cc2)n1CC(=O)O | 5.8* | -1 | 0 | -3 | -1.9
8 | CSc1nc2ccsc2c(=O)n1-c1ccccn1 | -2 | 12 | -1 | -3 | -0.8
9 | COc1cc(C(=O)Nc2ccc3c(c2)OCCO3)ccc1OC(F)F | -3 | 4 | 4 | -2 | -0.2
10 | Cc1cc(C)n(-c2ccc(C(=O)C(C#N)c3nc4ccccc4n3C)cc2)n1 (stereo unspecified) | -2 | -4 | 2 | 5 | 0.1
11 | CCOc1ccc(NC(=S)NCCCc2ccccc2)cc1 | -7 | 38 | -7 | -2 | 0.7
12 | COc1ccc(S(=O)(=O)N2CCCC2)c(C)c1C | 0 | 10 | -1 | -3 | 0.6
13 | COc1nc(NCC(C)C)nc(Oc2ccc(OCc3ccccc3)nn2)n1 | 1 | -16 | -1 | 0 | 1.0
14 | COc1ccc(/C=C/C(=O)N2CCCc3ccccc32)c(OC)c1 | -1 | 32 | -2 | 0 | -1.8
15 | CC1=CC(c2ccc(Cl)cc2)n2nc(N3C(=O)CCC3=O)nc2N1 (stereo unspecified) | -3 | 8 | 0 | -2 | -0.6

item | TIM10 inh | tim10-1 inh | APJ antag | tim23-1 inh
1 | 9 | 30 | -9 | 6
2 | 46* | -6 | 2 | 53*
3 | -3 | 8 | -13 | 3
4 | 17 | 12 | 9 | 10
5 | 19 | 13 | 6 | 34
6 | 14 | 0 | -23 | 14
7 | -5 | -10 | -3 | -3
8 | -2 | -2 | 0 | -1
9 | 8 | 22 | 2 | 26
10 | 13 | 15 | 7 | 16
11 | 34 | 31 | 3 | 32
12 | 1 | 10 | 3 | 14
13 | 14 | 25 | 9 | 13
14 | 0 | 15 | 4 | 38
15 | -1 | 5 | 3 | 6

The list goes on.
item | SMILES | beta cell repl | NALP3 yeast inh | NR3A LBD binder | APJ ag | MPTP block
16 | Cc1ccc(N2C(=O)N(CC(=O)Nc3cccc(Cl)c3)C(=O)C2C)cc1 (stereo unspecified) | -2 | 17 | -8 | -2 | -2.4
17 | CC(C)C(=O)c1cc2c(cc1NC(=O)c1cccs1)OCCO2 | -3 | 12 | -7 | -5 | -0.1
18 | O=C(NCC1CCCO1)c1ccc2c(c1)N(Cc1ccccc1)C(=O)CS2=O (stereo unspecified) | -1 | 8 | 0 | -4 | 0.0
19 | CC1CSc2nc3sc4c(c3c(=O)n21)CCCC4 (stereo unspecified) | 0 | 22 | 0 | 0 | -4.4
20 | Cc1ccnn1-c1ccc(C(=O)NCC(c2ccco2)N2CCCC2)cc1 (stereo unspecified) | 1 | 10 | 3 | 1 | -0.1
21 | CCCCN(C)CCNS(=O)(=O)c1ccc2c(c1)n(C)c(=O)c(=O)n2C | -4 | 8 | 0 | -3 | -0.1
22 | Cc1ccc(C)c(NC(=O)c2ccc(OCc3c(C)noc3C)cc2)c1 | 3 | 23 | 2 | -3 | 0.1
23 | O=C(COC(=O)c1ccc(NS(=O)(=O)c2ccc3c(c2)OCCO3)cc1)NC1CCS(=O)(=O)C1 (stereo unspecified) | 0 | 16 | 0 | -3 | -1.8
24 | Cc1ccc(Oc2ccccc2NC(=O)CN2C(=O)NC3(CCCC3)C2=O)cc1 | 0 | 15 | 2 | 1 | 0.1
25 | CC(C)c1ccc(NC(=O)CCc2ccccc2)cc1 | -4 | 10 | 1 | -1 | 1.3
26 | COc1cccc(/C=N/NC(=S)NC2CC3CCC2C3)c1OC (stereo unspecified) | -3 | -3 | 2 | 0 | 2.3
27 | COc1ccc(N(CC(=O)NC(C)(C)C)S(=O)(=O)c2ccccc2)cc1OC | -2 | -9 | 6 | -1 | 0.6
28 | Cc1ccccc1CC1(CO)CCCN(C(=O)CCC(F)(F)F)C1 (stereo unspecified) | -1 | 17 | 2 | -1 | 0.1
29 | O=C(Nc1ccc(-c2nnc(-c3ccccc3)o2)cc1)c1ccc(Br)o1 | -1 | 26 | 36* | 1 | -1.8
30 | CC(=O)Nc1ccc2nc3c(=O)n(C)c(=O)n(C)c3nc2c1 | -3 | 8 | 0 | 7 | 0.0

item | TIM10 inh | tim10-1 inh | APJ antag | tim23-1 inh
16 | 7 | 13 | 12 | 31
17 | 24 | 27 | 10 | 29
18 | -2 | -17 | -2 | -6
19 | -2 | 16 | -13 | 27
20 | 2 | 1 | -7 | 0
21 | -4 | -24 | 10 | -10
22 | 12 | 18 | -10 | 30
23 | -4 | -6 | -29 | 1
24 | -20 | -19 | -1 | -12
25 | 3 | 26 | -3 | 28
26 | 17 | -12 | 6 | 4
27 | -5 | -5 | 5 | -3
28 | -2 | -7 | -3 | 7
29 | 13 | -1 | -5 | 0
30 | 10 | 11 | -19 | 2

Arranged by count of non-hydrogen atoms (high to low): some entries from above
item | SMILES | beta cell repl | NALP3 yeast inh | NR3A LBD binder | APJ ag | MPTP block
27 | COc1ccc(N(CC(=O)NC(C)(C)C)S(=O)(=O)c2ccccc2)cc1OC | -2 | -9 | 6 | -1 | 0.6
17 | CC(C)C(=O)c1cc2c(cc1NC(=O)c1cccs1)OCCO2 | -3 | 12 | -7 | -5 | -0.1
19 | CC1CSc2nc3sc4c(c3c(=O)n21)CCCC4 (stereo unspecified) | 0 | 22 | 0 | 0 | -4.4

item | TIM10 inh | tim10-1 inh | APJ antag | tim23-1 inh
27 | -5 | -5 | 5 | -3
17 | 24 | 27 | 10 | 29
19 | -2 | 16 | -13 | 27

Carrying on.
item | SMILES | beta cell repl | NALP3 yeast inh | NR3A LBD binder | APJ ag | MPTP block
31 | COC(=O)c1sccc1NC(=O)c1csc2c1CCCC2 | -6 | 20 | 1 | -1 | -1.5
32 | O=C(CSCc1ccccc1)Nc1ccc(F)cc1F | 2 | 17 | 0 | -3 | -1.5
33 | COc1cc(-n2c(-c3ccccc3)n[nH]c2=S)c(OC)cc1Cl | 2 | 3 | -2 | -3 | 1.6
34 | Nc1nonc1-n1nnc(C(=O)N/N=C/c2ccc(OCc3ccccc3)cc2)c1COc1ccc(F)cc1 | -5 | -6 | 19* | 0 | 0.9
35 | Cc1ccc(C(=O)CN(C(=O)c2ccc(Cl)c(Cl)c2)N2C(=O)C3CCCCC3C2=O)cc1 (stereo unspecified) | -1 | 2 | -8 | -2 | -1.3
36 | CCc1nnc(NC(=O)c2ccc(COc3ccccc3)o2)s1 | -3 | 23 | 2 | -3 | 0.5
37 | C=CCn1c(N)c(C(=O)NCc2ccco2)sc1=S | 0 | 10 | 1 | -4 | 0.0
38 | Cc1ccc2c(c1)C1(C(=O)N2C)N2CC3(C)CN1CC(C)(C2)C3=O (stereo unspecified) | -3 | 11 | -1 | -2 | 0.7
39 | CCOC(=O)c1c(NC(=O)c2cc3n(n2)C(C(F)(F)F)CC(c2ccccc2)N3)sc(C)c1C (stereo unspecified) | 0 | 2 | 18* | -1 | 2.9
40 | Cc1nn(Cc2c(Cl)cccc2Cl)c(C)c1NC(=O)Cn1nc([N+](=O)[O-])c(Cl)c1C | -1 | 14 | 0 | -2 | 1.8
41 | Cc1cc(C(=O)COC(=O)Cc2n[nH]c(=O)c3ccccc23)c(C)n1-c1cccc(C(F)(F)F)c1 | 0 | -4 | -5 | -5 | 17
42 | NC[C@@]12CCCC1C1CCC2C1 (stereo partly specified) | -2 | -1 | nt | -3 | nt
43 | COc1ccccc1C(=O)CN1C(=O)NC2(CCCCCC2)C1=O | 0 | 17 | -1 | -6 | -2.0
44 | COc1ccc(CNCC(O)COCc2cccs2)cc1 (stereo unspecified) | -2 | 24 | 6 | -2 | -4.4
45 | N#CC1(NC(=O)COC(=O)c2ccc(Cl)nc2)CCCCC1 | 0 | 17 | 1 | -1 | -1.4
46 | O=[N+]([O-])c1cccc(-c2noc(-c3ccco3)n2)c1 | -1 | 11 | 3 | -1 | 1.7
47 | CCCc1cc(=O)oc2cc(C)cc(OCC(=O)NCc3cccnc3)c12 | 0 | 15 | -1 | 0 | -0.2
48 | Cc1ccc(-n2ccnc2SCC(=O)c2c(N)n(C3CC3)c(=O)[nH]c2=O)cc1C | -2 | 13 | 1 | -5 | -2.2

item | TIM10 inh | tim10-1 inh | APJ antag | tim23-1 inh
31 | 10 | 20 | -13 | 9
32 | -1 | 5 | -2 | 11
33 | 31 | 20 | -3 | -4
34 | -15 | -9 | -12 | -15
35 | 5 | 10 | -9 | 0
36 | 10 | 20 | 9 | 7
37 | 1 | 12 | 15 | 10
38 | -13 | 15 | 5 | 10
39 | 9 | 8 | 7 | 13
40 | -3 | 3 | -1 | -10
41 | 23 | 36 | 25 | 37
42 | 9 | 2 | 6 | 9
43 | 1 | 8 | -12 | 18
44 | -5 | 2 | 7 | -11
45 | 6 | -9 | -53 | 5
46 | 20 | 14 | 8 | -2
47 | 2 | 11 | 10 | 2
48 | 4 | -4 | -4 | -8

Single records, as listed above.
N#CC1(NC(=O)COC(=O)c2ccc(Cl)nc2)CCCCC1 as listed: beta cell repl = 0; NALP3 yeast inh = 17; NR3A LBD binder = 1; APJ ag = -1; MPTP block = -1.4; TIM10 inh = 6; tim10-1 inh = -9; APJ antag = -53; tim23-1 inh = 5
CCc1nnc(NC(=O)c2ccc(COc3ccccc3)o2)s1 as listed: beta cell repl = -3; NALP3 yeast inh = 23; NR3A LBD binder = 2; APJ ag = -3; MPTP block = 0.5; TIM10 inh = 10; tim10-1 inh = 20; APJ antag = 9; tim23-1 inh = 7
